Mito fusion yeast = blocks mitochondrial division or promotes mitochondrial fusion | Potency, µM (titrated, usually from 46.1 µM), inactives show top-dose growth rescue (activation), hits mostly activators | 0.23% of 320,000 active | S. cerevisiae fusion-defective mutant growth rescue, CellTiterGlo 48 h;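 also: potency is read from the fitted curve at half-maximal effect; % of control where 0% means no effect; nearly all actives have a fitted effect of over 45% in size; temperature-sensitive fusion mutants such as fzo1-1 at 37 °C on non-fermentable ethanol glycerol medium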
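Luminescent cell viability in 1536-well qHTS format served as the measure of rescued growth in ts fusion-mutant S. cerevisiae cultured on non-fermentable YPEG for 48 hours at 37C.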
A-T KAP1 phos = candidate therapy for ataxia-telangiectasia | […] A-T fibroblasts, KAP-1 phosphorylation AlphaLISA; neocarzinostatin DNA damage 30 min before lysis | Potency, µM (series often up to 57.5 µM), without a hit: top-dose activation, most hits filed as activators | 0.19% of 320,000 active; also: potency is read from the fitted curve at half-maximal effect; % of control where 0% means no effect; nearly all actives have a fitted effect of over 45% in size
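hTERT-immortalized A-T patient fibroblasts ([…]), 500 cells/well in OPTI-MEM, 1% FBS, got compounds for 60 min, then NCS for 30 min at 37C. Lysates were then assayed for phospho-KAP-1 by AlphaLISA (anti-pKAP1 donor, anti-KAP1 acceptor beads), 6 hr at 25C.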
PTAP TSG101 blk = blocks PTAP/TSG101 interaction to inhibit HIV-1 budding; Q99816; Fluorescence polarization, FITC-PTAP peptide / Tsg101 binding; Potency, µM (doses to about 115 µM), without a hit: top-dose activity change, negative = inhibition, actives largely listed as inhibitors; 340,000 tested, under 10 active; AID 493005; active = well fitted inhibition curve with a large enough effect in the main read-out, with a control signal flat, not every such curve was filed as active; inconclusive = small, poorly fitted or top-dose-only effect, or effect the other way, or a change in a side signal; inactive = no such curve, though single readings can be large or run the other way; also: potency is read from the fitted curve at half-maximal effect; % of control where 0% means no effect
Target sequence (Q99816 whole entry, looked up): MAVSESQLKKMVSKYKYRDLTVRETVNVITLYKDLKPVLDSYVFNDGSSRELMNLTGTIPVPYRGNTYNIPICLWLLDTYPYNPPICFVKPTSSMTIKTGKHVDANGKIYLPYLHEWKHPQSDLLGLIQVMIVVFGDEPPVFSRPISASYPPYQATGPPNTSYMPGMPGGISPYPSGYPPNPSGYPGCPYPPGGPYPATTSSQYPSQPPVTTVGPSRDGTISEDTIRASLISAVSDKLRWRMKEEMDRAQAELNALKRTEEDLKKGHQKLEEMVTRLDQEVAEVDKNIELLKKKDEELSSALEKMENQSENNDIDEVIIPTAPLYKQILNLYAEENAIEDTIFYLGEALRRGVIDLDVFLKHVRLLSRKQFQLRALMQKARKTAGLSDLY
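Steps: Tsg101 binding domain dispensed (10 uM final), compounds pinned in DMSO, FITC-labeled PTAP-motif peptide added (50 nM final); after 20 min binding at room temperature, polarization measured.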
TSHR antag = blocks TSH signaling through the human TSH receptor; P16473; TSHR-expressing cells, TSH-stimulated cAMP HTRF, 2 h; hits give low values; activity change, negative = inhibition, % at 11.5 µM; 0.2% of 330,000 active;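 active = activity change below a set negative limit, meaning inhibition stronger than a set level, cut at about -70% in these data; inconclusive = activity change between two set negative limits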; also: % is scaled to controls: 0 for no effect and ±100 for the full control effect
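TSHR-expressing cells, 200/well, pre-treated with compound, then stimulated with EC80 TSH (4nM final) for 2 hours at 37 deg C. cAMP measured by competitive HTRF: anti-cAMP cryptate antibody in lysis buffer plus cAMP-d2, read after 30 minutes at room temperature.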
ASM inhibitor = blocks human secretory acid sphingomyelinase. P17405. placental ASM, HMU-PC fluorogenic substrate, 60 min. Potency, µM (highest dose often 57.5 µM), without a hit: at the top dose activity change, negative = inhibition, most hits filed as inhibitors. 0.006% of 340,000 active. AID 504937; also: potency is read from the fitted curve at half-maximal effect
Target sequence (P17405 47-631 limits assumed): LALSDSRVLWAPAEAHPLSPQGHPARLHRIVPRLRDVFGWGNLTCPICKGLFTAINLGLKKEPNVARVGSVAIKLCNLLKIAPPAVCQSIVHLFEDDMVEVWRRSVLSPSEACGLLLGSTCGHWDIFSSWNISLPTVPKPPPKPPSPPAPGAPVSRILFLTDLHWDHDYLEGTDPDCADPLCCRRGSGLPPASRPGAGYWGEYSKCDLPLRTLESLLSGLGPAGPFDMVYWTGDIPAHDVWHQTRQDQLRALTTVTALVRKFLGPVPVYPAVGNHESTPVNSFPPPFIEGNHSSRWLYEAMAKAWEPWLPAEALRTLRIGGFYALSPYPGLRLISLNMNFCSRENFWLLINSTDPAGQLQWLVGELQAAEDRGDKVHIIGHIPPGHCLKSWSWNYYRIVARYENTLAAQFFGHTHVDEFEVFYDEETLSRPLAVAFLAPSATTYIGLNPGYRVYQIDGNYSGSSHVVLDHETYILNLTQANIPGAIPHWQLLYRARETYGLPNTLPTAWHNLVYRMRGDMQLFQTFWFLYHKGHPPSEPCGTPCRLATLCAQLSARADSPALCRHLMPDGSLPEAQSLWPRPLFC
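Human placenta-derived ASM preincubated with compound 10 min at room temperature, then reacted with 9 uM (final) fluorogenic HMU-PC substrate for 60 min at 37 C. Stop solution raises pH to 10; fluorescence read at Ex 386/Em 447 nm.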
Eya2 phos inh = Eya2 (human) phosphatase inhibition | recombinant Eya2, OMFP fluorescence dephosphorylation (OMFP is methylfluorescein phosphate) | Potency, µM (top dose mostly 76.9 µM), inactives show at the top dose activity, negative = inhibition, usual class: inhibitors | 0.006% of 330,000 active; also: potency is read from the fitted curve at half-maximal effect; % is scaled to controls: 0 for no effect and ±100 for the full control effect
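Eya2 protein (added as 0.2 uM solution) was preincubated with compound for 10 min at ambient temperature in 50 mM HEPES pH 7.5, 50 mM NaCl, 5 uM MgCl2, 0.05% BSA, 1 mM DTT. OMFP (added at 50 uM) then reacted 10 min; fluorescence read at 485/525 nm.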
a7 integrin act = activates integrin-mediated alleviation for muscular dystrophy. alpha7betagal myoblasts, beta-gal FDG fluorescence, 48 h. Potency, µM (doses to about 38.3 µM), for inactives: at the highest dose activation, most hits filed as activators. 0.064% of 350,000 active. AID 624291;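 also: potency is read from the fitted curve at half-maximal effect; 100% = response of the positive control SU9516; nearly all actives have a fitted effect of over 60% in size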
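Alpha7betagal+/- myoblasts (passage 13) were plated 16-24 hr, then exposed to compounds (1:260 dilution of DMSO stock) for 48 hours at 37C. After MPER lysis, β-galactosidase reporter activity was read as FDG fluorescence (ex 480/em 540) after 30 minutes.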
Chronic BCR inh = inhibitors of chronic active B-cell receptor signaling | ABC-DLBCL IkBa-CBG/CBR reporter, luminescence ratio, 4 h | 0.05% of 340,000 active | Potency, µM (top dose mostly 46.1 µM), without a hit: top-dose ratio change, negative = lower green/red ratio, most hits filed as inhibitors; active = well fitted inhibition curve with a large enough effect in the signal ratio, with a control signal flat, not every such curve was filed as active; inconclusive = small, poorly fitted or top-dose-only effect, or effect the other way, or a change in a side signal; the % refers to the signal ratio;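 also: potency is read from the fitted curve at half-maximal effect; plate controls were basal doxycycline-induced cells for no effect and cells given 10 µM MG132 for full effect; MG132 reads +100%, hits lower the ratio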
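TMD8 human ABC-DLBCL cells with doxycycline-inducible IκBα–green luciferase fusion and unfused red luciferase, in 0.5% FBS medium; compounds up to 46 uM, 4 h at 37C. Green/red luminescence ratio, filter-overlap corrected, fitted to concentration-response curves.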
ELG1 repair inh = inhibitors of ELG1-dependent DNA repair in HEK293T cells; HEK293T ELG1-luciferase reporter, luminescence, 16 h; DNA damage induced by 5-fluorouridine; Potency, µM (highest dose often 46.1 µM), without a hit: at the top dose activity change, negative = inhibition, most hits filed as inhibitors; 2.3% of 330,000 active; AID 504467; also: potency is read from the fitted curve at half-maximal effect; % is scaled to controls: 0 for no effect and ±100 for the full control effect; nearly all actives have a fitted effect of over 55% in size
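Quantitative HTS, concentration-response format. 2,000 cells/well co-treated with 5-fluorouridine and compound, 16 hr in 5% CO2 at 37 °C; ONE-Glo luminescence read after 30 min.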
Tb PFK block = T. brucei PFK enzyme inhibition; Potency, µM (series often up to 57.5 µM), for the others: top-dose activity, negative = inhibition, hits mostly inhibitors; 0.17% of 330,000 active; T. brucei PFK, ADP-Glo luminescence; AID 485367;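 also: potency is read from the fitted curve at half-maximal effect; 0% = uninhibited 1x PFK enzyme wells and -100% = no-enzyme wells; nearly all actives have a fitted effect of over 60% in size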
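PFK 1.25 nM, F6P 0.5 mM, ATP 0.1 mM, 0.1 M TEA pH 8.0, 5 mM MgCl2, 0.01% Tween20, 0.1% BSA; 45 min RT. ADP-Glo readout. qHTS titration up to 57 uM; curves fitted, compounds curve-classed.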
TCR act = activators of T cell receptors | primary human leukocytes, anti-CD3, IL-2 HTRF, 48 h | Potency, µM (series often up to 9.22 µM), for inactives: at the highest dose activation of IL-2 secretion, hits mostly activators | 330,000 tested, under 10 active; also: % of control where 0% means no effect
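HTRF read-out of IL-2 secretion: europium cryptate donor excited at 320nm, d2 acceptor emission at 665nm. Cells were primary human leukocytes incubated 48 hr with compounds and a-CD3 beads, supplying TCR signal only.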
* hit, by the source's call; ? = inconclusive; · = no result given; [ ] = dose if it differs, or a comment. Unless noted, calls follow the shape of the dose curve; as a rule, active = well fitted curve in the direction sought with a large enough effect; inconclusive = small, poorly fitted or top-dose-only effect, or another doubt; inactive = no such curve, though single readings can be large; an effect the other way counts as inactive or inconclusive.

Structure	Mito fusion yeast	A-T KAP1 phos	PTAP TSG101 blk	TSHR antag	ASM inhibitor	Eya2 phos inh	a7 integrin act	Chronic BCR inh	ELG1 repair inh	Tb PFK block	TCR act
CCn1c(/C=C/c2ccc(O)c(O)c2)nc2ccccc2c1=O	2.5%	8.7%	-2.9%	-12.2	-6.3%	-3.6%	-14.6%	?	-17.6%	-6.6%	-2.7%
Cc1ccc(OC(=O)C(F)(F)F)c2c1NCCC2	-0.1%	6.1%	-5.2%	30.0	1.0%	12.6%	25.2%	?	-2.2%	-5.2%	1.7%
COc1ccc(N(CC(=O)NCCSc2ccccn2)S(C)(=O)=O)cc1Cl	0.8%	4.6%	-4.1%	-3.7	1.1%	6.7%	-22.7%	?	-4.9%	-3.2%	-3.7%
CCOc1ccccc1NC(=O)C1CCCN(S(=O)(=O)c2cccc3nsnc23)C1 (centres undefined)	17.3%	·	-3.1%	7.2	-4.3%	9.4%	7.3%	1.1%	?	-0.9%	0.2%
COc1ccc2[nH]c(C)c(CCN(Cc3cccs3)C(=S)Nc3ccc(F)cc3)c2c1	?	10.0%	-12.2%	20.3	-6.5%	1.6%	-11.6%	?	-29.3%	-1.3%	-1.9%
CCOc1cc(C(c2c(C)[nH][nH]c2=O)c2c(C)[nH][nH]c2=O)cc(Br)c1OC	-12.5%	-11.4%	-6.0%	-8.6	10.3%	-5.7%	16.0%	?	6.5%	8.6%	-3.8%
COC(=O)c1ccc(CN(C(=O)N2CCN(C)CC2)S(=O)(=O)c2ccc(C)cc2)cc1	1.6%	1.6%	-0.1%	9.5	2.7%	-23.4%	21.2%	2.8%	6.2%	4.1%	·
O=C(c1ccccc1)C1CCN(C(=O)c2c(F)cccc2F)CC1	4.3%	-9.1%	-3.3%	-4.4	4.1%	?	?	0.3%	-16.8%	-0.4%	-5.7%
CCN1C(=O)[C@H]2[C@H]3CN=C(SCc4ccc(OC)cc4)N3[C@@](CC)(C(=O)OC)[C@H]2C1=O	·	7.0%	1.3%	6.8	-3.7%	-1.4%	0.0%	4.6%	12.2%	-15.7%	0.5%[46.1 µM]
CCOC(=O)CNC(=O)c1nn(-c2cccc(OC)c2)c(=O)c2ccccc12	2.6%	-6.8%	-1.3%	0.5	1.3%	-10.5%	-6.9%	?	-0.7%	2.2%	1.4%
Cc1nc2ccc(NC(=O)c3ccc(C)c(S(=O)(=O)N4CCOCC4)c3)cc2s1	-3.8%	1.9%	-9.1%	-13.1	-3.4%	12.0%	-23.2%	-13.6%	?	0.1%	-2.5%
Cc1ccc(S(=O)(=O)N2CCOCC2)cc1NC(=O)c1cc([N+](=O)[O-])ccc1N1CCOCC1	-4.9%	-23.5%	0.0%	11.9	-4.4%	12.5%	-20.2%	-1.0%	-12.5%	-15.1%	-0.5%
Cc1ccccc1C1N(c2nccs2)C(=O)C2CCCN21 (centres undefined)	1.5%	-2.6%	-1.1%	0.4	4.5%	7.6%	0.0%	5.8%	3.4%	-5.2%	4.6%
COC(=O)c1[nH]c2ccc(C)cc2c1NS(=O)(=O)c1ccc(F)cc1	-7.9%	22.0%	-2.3%	34.5	-4.6%	4.8%	4.8%	-0.5%	-28.1%	0.3%	-2.7%
COc1ccc(N2CCN(C(=O)c3ccc(CS(=O)Cc4ccc(C)cc4)o3)CC2)cc1 (centres undefined)	3.3%	-0.1%	-3.9%	-17.8	-3.0%	-0.3%	-7.6%	-6.2%	?	-1.3%	-3.2%
Cc1cc(C)c2oc(-c3ccc(C)c(NC(=S)NC(=O)/C=C/c4ccco4)c3)nc2c1	-2.5%	-2.2%	0.5%	2.9	-0.2%	13.4%	10.7%	-6.6%	22.9%	0.1%	-7.0%
COc1cc(Cl)c(C)cc1NC(=O)c1cccc(OC)c1OC	?	18.3%	-3.1%	-19.8	-1.5%	1.6%	-7.3%	2.7%	0.0%	-0.1%	·
CCC1CCCCN1C(=O)c1sc2nc(C)nc(N(CC)CC)c2c1C (centres undefined)	-0.6%	1.2%	-2.5%	4.5	2.7%	-5.7%	-7.6%	?	-24.1%	4.1%	10.8%
COc1ccc(Cc2noc(CN3CCN(C4CCc5ccccc5C4)CC3)n2)cc1OC (centres undefined)	-5.0%	-1.0%	-7.7%	20.9	2.9%	-17.0%	-47.4%[inhibitor]	?	?	-6.7%	-1.8%
COc1ccccc1/C=C/C(=O)OCC(=O)NNC(=O)c1ccccc1	-5.2%	-1.7%	-0.6%	-1.0	-0.1%	-3.6%	3.8%	-9.8%	0.8%	4.0%	3.6%[46.1 µM]

Further results follow.
SMILES	Mito fusion yeast	A-T KAP1 phos	PTAP TSG101 blk	TSHR antag	ASM inhibitor	Eya2 phos inh	a7 integrin act	Chronic BCR inh	ELG1 repair inh	Tb PFK block	TCR act
NC(=O)c1ccc(SCC(=O)OCC(=O)NCC2CCCCC2)c([N+](=O)[O-])c1	1.7%	-6.5%	1.3%	-10.2	-0.7%	6.5%	15.5%	-7.9%	13.1%	-10.5%	-11.2%
COc1ccccc1N1CCN(C(=O)c2c(-c3ccccc3)noc2C)CC1	-5.3%	3.2%	0.8%	-13.2	0.1%	4.0%	12.4%	-23.1%	?	-3.7%	6.2%
CCOc1ccccc1N1CC(C(=O)Nc2cccc(S(=O)(=O)N3CCCCC3)c2)CC1=O (centres undefined)	0.8%	3.5%	-3.8%	3.8	-1.1%	6.7%	7.0%	?	?	-3.0%	·
Cc1ccc(-c2nn(-c3ccccc3)cc2C(=O)N2CCOCC2)cc1C	28.1%	0.4%	0.4%	-8.8	-1.7%	-14.9%	13.4%	-10.8%	?	2.1%	-7.1%
COc1cc(/C=C/C(=O)O)cc(S(=O)(=O)Nc2cc(C(F)(F)F)ccc2N2CCOCC2)c1OC	·	1.4%	-7.3%	·	3.0%	-0.9%	0.5%	0.1%	0.0%	14.2%	-2.5%
CN(C)CCCNC(=O)C[C@H]1C[C@H](C(=O)N2CCOCC2)[C@@]2(CCC3CCCC3)c3[nH]c4cc(-c5ccco5)ccc4c3CCN2C1=O	·	16.6%	-11.6%	4.8	-0.2%	2.6%	-45.4%[inhibitor]	-18.7%	?	-1.3%	6.0%[46.1 µM]
C=C(C)C(=O)OCCCCCCOc1ccc(C(=O)O)cc1	12.5%	5.4%	-9.3%	-15.1	-2.4%	-15.8%	29.1%	?	14.2%	-5.3%	-42.7%
Cc1cccc(OCC(=O)NNC(=O)c2cc(S(=O)(=O)N(C)C)ccc2N2CCCC2)c1	-5.5%	-5.5%	-4.1%	-0.1	14.1%	21.0%	3.1%	-9.9%	?	-1.4%	2.0%

Grouped by structure, the entries above containing a thiophene ring, fused or not
SMILES	Mito fusion yeast	A-T KAP1 phos	PTAP TSG101 blk	TSHR antag	ASM inhibitor	Eya2 phos inh	a7 integrin act	Chronic BCR inh	ELG1 repair inh	Tb PFK block	TCR act
COc1ccc2[nH]c(C)c(CCN(Cc3cccs3)C(=S)Nc3ccc(F)cc3)c2c1	?	10.0%	-12.2%	20.3	-6.5%	1.6%	-11.6%	?	-29.3%	-1.3%	-1.9%
CCC1CCCCN1C(=O)c1sc2nc(C)nc(N(CC)CC)c2c1C (centres undefined)	-0.6%	1.2%	-2.5%	4.5	2.7%	-5.7%	-7.6%	?	-24.1%	4.1%	10.8%
